Compound activity deposited in PubChem BioAssay by several laboratories.
NPY-Y1 PAM-ag – human NPY-Y1 potentiation or agonism, primary screen; P25929; actives 0.37% (n = 220,000); AID 1304; NPY-Y1 expressing cells, potentiator/agonist activation; activation, % at 3.6 µM; in the data active = activation above about 33%, passing the limit was not always enough;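 also: cells stimulated with NPY at EC10 then isoproterenol at EC100; 0% = low agonist plus stimulus and 100% = saturating agonist plus stimulus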
Target sequence (P25929 whole entry, looked up): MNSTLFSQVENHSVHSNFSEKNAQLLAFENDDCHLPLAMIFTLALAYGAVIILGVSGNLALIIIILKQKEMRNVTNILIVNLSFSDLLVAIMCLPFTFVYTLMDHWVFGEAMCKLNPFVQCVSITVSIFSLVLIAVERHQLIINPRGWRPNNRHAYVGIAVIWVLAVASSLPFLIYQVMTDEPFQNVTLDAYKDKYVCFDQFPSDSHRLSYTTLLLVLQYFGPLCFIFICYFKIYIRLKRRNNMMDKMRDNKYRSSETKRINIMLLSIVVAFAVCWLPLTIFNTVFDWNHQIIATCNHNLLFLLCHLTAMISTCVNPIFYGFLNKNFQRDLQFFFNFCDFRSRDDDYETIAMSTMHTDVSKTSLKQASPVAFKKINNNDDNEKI
S1P4 agonist – agonists of human S1P4 receptor; O95977; S1P4-expressing cell line, agonist reporter assay; activation, % at 4.98 µM; actives 0.35% (n = 220,000); in the data active = activation above about 11%;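 also: 0% = DMSO vehicle and 100% = reference agonist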
NPY-Y2 PAM-ag – potentiates or activates human NPY-Y2 receptor; P49146; cells expressing NPY-Y2, potentiator/agonist read-out; activation, % at 3.6 µM; actives 0.45% (n = 220,000); AID 1359; in the data active = activation above about 27%;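 also: cells stimulated with NPY near EC25 plus isoproterenol at EC100; 0% = vehicle plus submaximal agonist and 100% = vehicle plus saturating agonist; some results beyond the cut were filed as inactive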
Target sequence (P49146 whole entry, looked up): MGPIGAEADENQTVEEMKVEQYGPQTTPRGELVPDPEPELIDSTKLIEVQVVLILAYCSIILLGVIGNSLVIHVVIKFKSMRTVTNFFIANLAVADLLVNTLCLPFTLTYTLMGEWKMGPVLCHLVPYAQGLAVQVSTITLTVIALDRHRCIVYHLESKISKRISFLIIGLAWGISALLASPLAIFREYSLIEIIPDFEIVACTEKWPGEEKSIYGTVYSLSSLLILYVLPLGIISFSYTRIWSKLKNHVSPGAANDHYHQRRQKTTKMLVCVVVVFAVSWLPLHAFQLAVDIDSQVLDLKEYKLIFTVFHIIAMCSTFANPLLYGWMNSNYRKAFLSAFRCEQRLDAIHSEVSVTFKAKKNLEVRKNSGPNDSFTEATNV
NPY Y1 blocker – blocks the human neuropeptide Y Y1 receptor; AID 1040; actives 1% (n = 200,000); inhibition, % at 3.6 µM; P25929; HEK293-CNG Y1 cells, membrane potential fluorescence; NPY at EC95, then isoproterenol;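 active = inhibition above the campaign mean inhibition of all tested compounds plus 3 SD, cut at about 20% in these data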;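 also: 0% = DMSO wells given NPY plus isoproterenol and 100% = isoproterenol alone without NPY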
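material = HEK293 cells with Y1 receptor plus CNG channel | also added = NPY 25 nM then isoproterenol 1 µM plus Ro 20-1724 25 µM | schedule = dye 3 h, compound 60 min room temperature, stimulation 45 min | measured by = membrane potential fluorescence | benchmarks = high control isoproterenol alone, low control NPY with isoproterenol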
RBBP9 inhibitor – inhibitors of human serine hydrolase RBBP9 | O75884 | actives 0.2% (n = 220,000) | inhibition, % at 7.94 µM | recombinant RBBP9, FP-Rh probe fluorescence polarization;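 active = inhibition above the campaign mean of all tested compounds plus 3 SD, cut at about 14% in these data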;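 also: plate controls were DMSO wells with RBBP9 for no effect and wells lacking RBBP9 protein for full effect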
Target sequence (O75884 whole entry, looked up): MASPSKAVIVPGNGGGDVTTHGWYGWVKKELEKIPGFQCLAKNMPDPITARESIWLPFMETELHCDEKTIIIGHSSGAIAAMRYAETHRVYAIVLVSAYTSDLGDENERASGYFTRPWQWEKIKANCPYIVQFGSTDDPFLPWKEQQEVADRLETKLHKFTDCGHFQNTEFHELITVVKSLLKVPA
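System: RBBP9 protein / Buffer or medium: Tris/NaCl buffer pH 8.0 with 0.1% Pluronic / Probe or stimulus: Serine-hydrolase probe FP-Rh, 375 nM pre-mixing / Dosing: 7.94 µM single dose, 0.794% DMSO / Times: enzyme-compound preincubation 30 min, then probe labeling 45 min, 25 °C / Technique: fluorescence polarization (mP), excitation 525 nm, emission 598 nm / Replication: singlicate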
BaF3 tox – reduces parental Ba/F3 cell viability, JAK2V617F counter-screen; CellTiter-Glo ATP luminescence; inhibition, % at 5.6 µM; actives 1.1% (n = 220,000); AID 1486;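 active = inhibition above a per-campaign cutoff, the mean inhibition of all tested compounds plus 3 SD, cut at about 27% in these data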;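 also: 0% = DMSO wells and 100% = JAK Inhibitor I control wells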
Ba/F3 V617F tox – reduce viability of Ba/F3 cells dependent on JAK2V617F. Ba/F3 EpoR-JAK2V617F viability, ATP luminescence. inhibition, % at 5.6 µM. actives 1.1% (n = 220,000);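 active = inhibition above the campaign mean plus 3 SD over all tested compounds, cut at about 24% in these data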;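 also: cytokine-independent growth of Ba/F3 cells driven by EpoR plus mutant JAK2; 0% = DMSO-treated cells and 100% = JAK inhibitor I control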
Runt-CBFb FRET – blocks binding of human RUNX1 Runt domain to CBFb | inhibition, % at 20 µM | Cerulean-Runt/Venus-CBFb FRET ratio 530/480, 1 h | Q01196+Q13951 | actives 0.46% (n = 220,000);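 active = inhibition over about 50% at 20 µM in the single-dose screen, limit read from the data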;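 also: 0% = DMSO wells and 100% = excess unlabeled CBFb competitor control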
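Assay system: Cerulean-Runt domain fusion protein, energy donor; Signal: fluorescence energy transfer, 422 nm excitation, 530/480 nm emission; Timing: 1 h compound exposure, room temperature; Control set: unlabeled CBFb; Medium: Tris buffer pH 7.5 with salts and BSA; Compound: single test concentration of 20 µM, 1% DMSO final; Probe or stimulus: Venus-CBFb 100 nM.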
S1P4 antagonist – antagonists of human S1P4 receptor | O95977 | S1P4-expressing cells, antagonist mode, reporter read-out | inhibition, % at 4.98 µM | actives 0.26% (n = 220,000) | AID 1510; in the data active = inhibition above about 29%;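 also: 0% = wells stimulated with agonist and 100% = vehicle wells without agonist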
* hit, by the source's call; . = not tested or not shown. Rows are unselected. Share with any hit: about 3.6%.

cpd	Structure	NPY-Y1 PAM-ag	S1P4 agonist	NPY-Y2 PAM-ag	NPY Y1 blocker	RBBP9 inhibitor	BaF3 tox	Ba/F3 V617F tox	Runt-CBFb FRET	S1P4 antagonist
1	Cc1ccc(NC(=O)CN(C)C(=O)COc2c(Cl)cc(Cl)c3ccc(C)nc23)cc1	-6	2.2	3	4	-7	4	-3	-2	-23
2	O=C(COc1ccccc1Cl)Nc1cnn(Cc2ccccc2)c1	-12	0.6	0	3	8	5	3	0	-10
3	CCOC(=O)Cc1csc(NC(=O)CSc2nnc(-c3ccc(NS(=O)(=O)CC)cc3)o2)n1	-34	1.5	12	2	-9	4	0	.	-3
4	CCOCCCn1c(=S)[nH]c2cc(C(=O)NCCOC)ccc2c1=O	-19	0.3	-10	7	-3	4	1	0	-12
5	Cc1ccc2nc(NCC(N)=O)nc(-c3ccccc3)c2c1	9	0.6	6	.	2	3	-2	24	-1
6	CCCCC(=O)N(CCOC)c1nnc(-c2ccccc2C)s1	14	-0.4	11	3	-2	-1	0	-4	17
7	Cc1cccc(CSc2ccc(-c3ccco3)nn2)c1	-4	-0.2	-6	0	-2	8	-1	44	-26
8	COc1cccc(C(=O)NCC(=O)NNc2ncnc(N)c2[N+](=O)[O-])c1	1	2.7	-10	-1	4	2	3	1	-13
9	CCC1(CC)C(=O)N(C)C(=O)NC1=Nc1ccc(OC)cc1	-9	-0.1	-11	1	-4	2	-2	0	-12
10	O=C(C(=O)N1CCc2ccccc2C1)N1CCc2ccccc2C1	5	-1.3	8	1	-6	1	-4	0	10
11	c1ccc2sc(N3CN(CCN4CCOCC4)CN(c4nc5ccccc5s4)C3)nc2c1	-29	-0.5	-9	6	-6	6	4	-4	-12
12	O=C(CCCn1c(=S)[nH]c2cc3c(cc2c1=O)OCO3)NCc1ccco1	4	1.6	-6	-2	7	7	0	2	-8
13	Oc1ccc(-c2csc(Nc3ncccn3)n2)c(O)c1	-16	-0.3	-14	-5	-7	-1	-2	3	-2
14	Cc1c(Cl)cccc1NC(=S)/C(=C(\[O-])c1ccc(Cl)s1)[n+]1ccccc1	9	1.4	-5	4	-6	5	2	8	-9
15	CCOC(=O)c1ccc2c(c1)N(CC(=O)N1CCCCC1)C(=O)C(C)(C)O2	5	3.9	3	-5	2	0	-3	-3	-19
16	c1cc(CNC2C3CC4CC(C3)CC2C4)ccn1 (configuration not stated)	4	0.8	-2	-1	-3	6	2	1	-7
17	COC(=O)c1ccccc1NC(=O)CSc1nnc(-c2cccnc2)n1C	-5	1.2	17	-11	-7	4	-3	0	0
18	Cc1nonc1CC(=O)N1CCc2c([nH]c3ccccc23)C1c1ccccc1F (configuration not stated)	-13	0.0	4	13	6	-2	-4	1	-1
19	O=C(Nc1ccc(Sc2ccc(Br)cc2)cc1)c1ccco1	-6	-1.7	-4	-3	-24	3	1	-1	-6
20	COc1ccc(NC(=O)CCN2CCN(S(=O)(=O)c3ccc(OC)cc3)CC2)cc1	1	-0.7	-15	-4	-3	17	4	-12	-16
21	Cc1c(-c2ccccc2)[n+](=O)c2c(n1[O-])CCCC2	3	0.9	-8	.	-9	-2	5	2	-8
22	O=C(CCn1nnc2ccccc2c1=O)N[C@@H](Cc1c[nH]c2ccccc12)C(=O)O	9	-0.8	13	.	-12	3	-1	2	-16
23	CN1C(=O)/C(=C/C=C2\SCCN2C)N(C)C1=S	15	0.8	7	-1	-13	6	4	-1	5
24	CCN1CCN(c2nc(Nc3ccc(OC)cc3)nc(N)c2[N+](=O)[O-])CC1	9	-0.9	6	.	1	-1	-2	-3	3
25	CCOC(=O)c1cccc(S(=O)(=O)N(CCO)Cc2cc3cc(OC)ccc3[nH]c2=O)c1	7	-4.3	8	1	-7	0	-4	0	-4
26	O=C(O)c1ccc(/C=N/N2CCN(C3c4ccccc4-c4ccccc43)CC2)cc1	5	-0.1	7	.	9	-1	-2	1	9
27	O=C(Nc1ccccc1N1CCCCC1)c1ccc(N2C(=O)c3ccccc3C2=O)cc1	-9	-1.2	15	4	-12	4	2	-1	12
28	O=C1CC(c2ccco2)CC(O)=C1C=NCCO (configuration not stated)	8	1.0	-4	-3	-13	0	0	81*	-8
29	O=C(O)C1C2C=CC3(CN(C/C=C/c4ccccc4)C(=O)C13)O2 (configuration not stated)	-11	2.7	9	-2	1	-1	-1	-1	-5
30	CSc1ccc(-c2cccc([N+](=O)[O-])c2)nn1	-1	-0.5	-4	2	0	7	4	0	-18
31	CCOC(=O)COn1c(=O)c(=O)n(OC)c2ccccc21	-20	0.2	6	1	-3	1	-1	-1	5
32	COCCNC(=O)C1CC(=O)N(c2ccc(F)c(Cl)c2)C1 (configuration not stated)	-6	2.1	-18	4	-4	9	-2	.	-16
33	CC(C)CC(=O)Nc1ccc2c(c1)oc1ccccc12	8	-1.8	-9	-2	-14	6	-1	-1	2
34	c1csc(-c2nnc(Cc3cccc4ccccc34)o2)c1	-36	-2.2	4	6	-9	1	2	0	-5
35	COc1cc(C2c3c(oc4c(C)cc(C)cc4c3=O)C(=O)N2Cc2cccnc2)cc(OC)c1OC (configuration not stated)	0	0.6	5	-3	1	4	0	.	1
36	Cc1cc(C)nc(N/N=C/C2=C(O)CC(c3ccc(F)cc3)CC2=O)n1 (configuration not stated)	-4	0.7	-5	.	-4	0	0	2	0
37	CC1=C(C(=O)N2CCOCC2)C(c2c(F)cccc2F)NC(=O)N1 (configuration not stated)	-12	-0.2	-20	2	2	11	5	0	16
38	COc1cc(/C=C(\C#N)C(=O)Nc2cccc3ncccc23)ccc1O	12	2.8	4	2	-5	0	1	84*	8
39	COc1ccc2oc(=O)c(C(=O)N3CCc4ccccc43)cc2c1	-19	-0.8	1	2	1	-1	-4	1	-20
40	Cc1cc(C)cc(NC(=O)NCc2c(-c3ccccc3)noc2C)c1	11	0.0	5	.	-4	-4	1	0	-4
41	CC(=O)Nc1ccc(C(=O)OCC(=O)Nc2ccccc2Sc2ccccc2)cc1	-6	3.4	17	-7	-15	5	3	-2	-2
42	C=CCNc1nnc(-c2ccncc2)s1	12	-1.5	0	-3	-8	4	1	2	-12
43	Cc1onc(-c2c(Cl)cccc2Cl)c1COC(=O)c1ccc(Cl)cc1	-24	0.2	-12	.	-6	0	1	0	19
44	COC(=O)c1sc2nc(-c3ccccc3)c3c(c2c1N)CCCC3	-11	-0.5	-9	-1	-2	1	-4	10	-16
45	CSc1nc2c(cnn2-c2ccccc2)c(=O)n1N	4	0.3	13	-3	5	6	-1	1	-6
46	C=CCn1c(SCC#N)nc2c(c1=O)C(C)(C)Cc1ccccc1-2	-12	-0.8	-3	4	-5	8	1	0	4
47	O=c1c2ccccc2nc(-c2ccoc2)n1CCc1ccccc1	-6	0.0	-10	3	4	1	-5	-1	-5
48	O=C(N/N=C/c1ccccc1O)C1SCCCS1	12	0.0	12	1	0	4	-2	2	-12
49	O=C(CCn1nc(-c2ccc(Cl)cc2)ccc1=O)NCc1ccccn1	-8	-0.5	-9	0	-13	0	-4	1	-32
50	C[N+](C)(C)CCN1C(=O)CSC1=O	27	-0.8	82*	.	2	-5	-5	-8	-2
51	CCC(C)c1ccc(NC(=O)c2cccnc2)cc1 (configuration not stated)	-23	-1.8	-3	2	2	8	0	-2	-4
52	COc1cccc(N2C(=O)N(c3ccccc3Cl)C3CS(=O)(=O)CC32)c1 (configuration not stated)	4	-3.7	-6	-2	-3	6	0	1	-1
53	CCOc1ccccc1-c1nc(-c2cccc(Br)c2)no1	4	0.2	-2	11	-12	4	0	-1	-12
54	COC(=O)COc1ccc2c(-c3ccc(OC)cc3)cc(=O)oc2c1	98*	0.9	98*	2	-10	4	-1	-2	-5
55	COc1ccc(NC(=O)CC2C(=O)NCCN2C(=O)c2ccccc2)cc1 (configuration not stated)	-2	-0.5	3	.	-6	-1	-1	0	14
56	COc1ccc(CCNC(=O)c2ccc(Cl)cc2)cc1OC	-5	2.5	-8	6	0	9	3	1	-2
57	CCC(C)(C)C(=O)Nc1ccc(OC)cc1[N+](=O)[O-]	27	-0.5	1	0	10	5	2	-2	9
58	Cc1cc(C(=O)N2CCN(Cc3ccc4c(c3)OCO4)CC2)on1	5	-0.5	10	1	-8	3	-4	-1	-5
59	C=CCN=C1SC(C)C(=O)N1S(=O)(=O)c1ccccc1 (configuration not stated)	4	-1.1	12	7	-5	1	-2	1	-16
60	Cc1ccc(SCCC(=O)N2CCOCC2)cc1	-33	0.3	-4	6	-2	4	-5	-2	29*

Continued.
cpd	Structure	NPY-Y1 PAM-ag	S1P4 agonist	NPY-Y2 PAM-ag	NPY Y1 blocker	RBBP9 inhibitor	BaF3 tox	Ba/F3 V617F tox	Runt-CBFb FRET	S1P4 antagonist
61	CCN(CC)CCN1C(=O)C(=O)/C(=C(/O)c2ccc(C)cc2)C1c1cccnc1 (configuration not stated)	0	-0.1	-5	.	3	5	-6	2	-4
62	CC1(C)CC(N2CCN(C(c3ccccc3)c3ccccc3)CC2)=CC(=[N+]2CCCCC2)C1	-50	1.9	-32	.	-12	88*	99*	-2	1
63	Cc1cc(C)c(S(=O)(=O)N(C)CC(=O)NCc2ccccn2)c(C)c1	-7	-1.1	-20	3	-4	-1	-5	2	3
64	COc1ccc(OCc2nc3c4c(ncn3n2)-c2ccccc2CC42CCCC2)cc1	-13	0.4	-18	-1	-6	0	1	-1	-17
65	COc1ccc(S(=O)(=O)Nc2ccc(F)cc2)c(C)c1C	6	-1.9	7	6	-5	5	-1	1	18
66	CCCCCOC(=O)CSc1nnc(-c2ccccc2)c(=O)[nH]1	-20	2.0	-6	6	0	5	0	0	-11
67	FC(F)(F)c1ccccc1CN1CCN(C2CCCCCC2)CC1	-7	0.8	-8	23*	-12	7	-1	-2	-6
68	O=C(COC(=O)c1n[nH]c2ccccc12)NCc1ccccc1	19	0.1	-3	5	-9	0	-5	0	-4
69	C=CCNS(=O)(=O)c1ccc(N2C(=O)c3ccccc3C2=O)cc1	5	1.2	7	2	-5	3	-1	0	-8
70	O=C(Nc1ccc(N2CCCCC2)cc1)C(Cl)c1ccccc1 (configuration not stated)	10	1.6	4	-4	3	7	6	11	-13
71	CCCCNC(=S)N(C)/N=C/c1ccc2c(c1)OCO2	-21	0.1	-17	22*	-7	7	4	-2	2
72	O=C(N/N=C/C(Br)=C/c1ccccc1)c1n[nH]c2c1CCC2	1	-1.8	-12	11	-10	92*	92*	4	32*
73	CCOC(=O)C1=C(N)OC2=C(C(=O)CC(C)(C)C2)C1c1ccccc1OC (configuration not stated)	22	0.7	-6	-2	2	11	0	-2	-5
